# High-throughput results: PubChem, The Scripps Research Institute Molecular Screening Center
# PRMT1 inh – inhibitors of human PRMT1. Q99873. recombinant PRMT1, activity-based probe fluorescence polarization. inhibition, % at 2.79 µM. 1.3% of 370,000 active. AID 652257;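 active = inhibition above about 21% made by adding two undisclosed values, limit read from the data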
# Target sequence (Q99873 whole entry, looked up): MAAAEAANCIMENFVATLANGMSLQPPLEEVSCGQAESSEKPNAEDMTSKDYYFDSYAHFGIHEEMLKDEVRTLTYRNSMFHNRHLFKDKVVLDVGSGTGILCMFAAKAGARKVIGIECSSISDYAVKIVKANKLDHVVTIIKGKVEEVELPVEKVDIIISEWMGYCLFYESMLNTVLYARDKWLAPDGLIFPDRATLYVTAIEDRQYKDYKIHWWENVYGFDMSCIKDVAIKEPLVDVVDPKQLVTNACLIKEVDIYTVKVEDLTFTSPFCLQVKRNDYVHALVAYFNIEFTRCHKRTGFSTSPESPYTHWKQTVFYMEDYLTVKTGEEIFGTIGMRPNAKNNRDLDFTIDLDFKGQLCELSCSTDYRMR
# TDP2 inh – TDP2 (human) inhibition, absorbance primary screen; O95551; recombinant TDP2, T5PNP hydrolysis, p-nitrophenol absorbance 415 nm; inhibition, % at 12.8 µM; 0.34% of 370,000 active;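 active = inhibition above the mean of all tested compounds plus 3 SD, set per campaign, cut at about 25% in these data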;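 also: 0% = DMSO with enzyme and 100% = buffer with substrate but no TDP2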
# Target sequence (O95551 whole entry, looked up): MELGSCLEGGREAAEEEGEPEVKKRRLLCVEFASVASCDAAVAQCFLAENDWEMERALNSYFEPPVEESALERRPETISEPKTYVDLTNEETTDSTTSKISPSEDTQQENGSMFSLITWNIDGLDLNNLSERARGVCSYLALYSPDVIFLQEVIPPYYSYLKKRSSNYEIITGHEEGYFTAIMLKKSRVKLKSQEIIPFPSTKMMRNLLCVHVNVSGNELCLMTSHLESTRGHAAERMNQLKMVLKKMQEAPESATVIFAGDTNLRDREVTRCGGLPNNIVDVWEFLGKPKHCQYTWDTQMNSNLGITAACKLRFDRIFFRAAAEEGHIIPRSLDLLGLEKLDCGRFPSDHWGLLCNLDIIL
#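 Test system: human TDP2 enzyme; Input: 120 nM TDP2 per well; Buffer or medium: Mg2+-containing Tris-HCl buffer, pH 7.5; Reagent: 5 mM T5PNP; Dosing: 12.8 µM single point, 1% DMSO; Incubation: reaction 2 h, 37 °C; Detection: p-Nitrophenol epi absorbance; Read-out: % inhibition relative to enzyme-containing and enzyme-free wells; Replicates: single well per compound.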
# SIAE primary – blocks human sialic acid acetylesterase | 0.69% of 370,000 active | Q9HAT2 | inhibition, % at 9.66 µM | SIAE FP-Rh probe binding, fluorescence polarization;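 active = inhibition above a cutoff: mean of compounds within the control limits plus 3 SD of those, cut at about 17% in these data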;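 also: 0% = plate median of compound wells and 100% = probe without SIAE protein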
# DDE Tn7 FP inh – disrupts Tn7 cyclic peptide binding to fibrin D-Dimer-E complex. P02675. FP displacement of FITC-Tn7 peptide from fibrin DD(E); 0% = median of compound wells per plate. inhibition, % at 8.3 µM. 0.13% of 370,000 active;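 active = inhibition above the mean of compounds falling within the control limits plus 3 SD of them, cut at about 14% in these data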;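 also: 0% = plate median of compound wells and 100% = 10 µM Aha-Tn7 peptide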
#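 Assay system: Fibrin-DD(E) protein isolated from polymerized human fibrin clots; read-out basis: percent inhibition; medium: Tris/NaCl/CaCl2 buffer, pH 7.8; signal: FP measurement; incubation: 10 min plus 3 h, room temperature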
# LEDGF integ inh – blocks HIV-1 LEDGF/p75-dependent DNA integration. 0.64% of 370,000 active. inhibition, % at 3.7 µM. AID 743269. TR-FRET IN-LEDGF/p75 DNA integration, Eu/Cy5;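 active = inhibition above the screen-wide mean plus 3 SD, cut at about 13% in these data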;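 also: signal is the Cy5 over europium emission ratio at 671 and 618 nm; 0% = plate median of compound wells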
# HTRA1 inh – HTRA1 (human) protease inhibition. Q92743. recombinant HTRA1, FP-rhodamine activity-based probe, fluorescence polarization. inhibition, % at 5.96 µM. 0.5% of 340,000 active. AID 504803; in the data active = inhibition above about 36%;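 also: 0% = enzyme with DMSO and 100% = wells lacking enzyme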
# TCR CD3 inh – human TCR-CD3 binding inhibition. TAMRA-labeled TCR probe fluorescence, biochemical. inhibition, % at 9.4 µM. 0.37% of 360,000 active; in the data active = inhibition above about 19%;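 also: recombinant mutant TCR 2C K166C tagged with TAMRA read by polarization; 0% = receptor in buffer alone and 100% = receptor with positive control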
# UHRF1 binding – human UHRF1 methylated DNA binding inhibitors; UHRF1 binding to methylated oligo, TR-FRET; Q96T88; inhibition, % at 4.4 µM; 0.75% of 370,000 active; in the data active = inhibition above about 21%;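 also: UHRF1 SRA domain binding a hemimethylated CpG hairpin DNA probe; 0% = median of test compound wells and 100% = reference inhibitor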
# PG9 Ab binder – binds the HIV-1 gp120 antibody PG9. 0.43% of 360,000 active. TR-FRET gp120-PG9 antibody binding. inhibition, % at 6.7 µM; in the data active = inhibition above about 8.5%
# ABHD4 inh – ABHD4 (mouse) inhibition, primary FP screen; Q8VD66; purified mABHD4, FP-Rh probe fluorescence polarization; inhibition, % at 8.92 µM; 0.54% of 370,000 active;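 active = inhibition exceeding the mean over every tested compound plus 3 SD, cut at about 30% in these data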;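 also: 0% = plate median of compound wells and 100% = S159A mutant with DMSO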
#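 Test system: mABHD4 protein; Read-out basis: % inhibition; Incubation: 45 min + 60 min at 25 °C; Repeats: single replicate; Technique: fluorescence polarization with parallel and perpendicular emission, 525/598 nm; Compound: 8.92 µM, single dose; Benchmarks: full inhibition S159A mutant plus DMSO, zero as sample-well median.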
# Starred values were filed as active, the others as inactive; / = not tested or not shown.
SMILES,PRMT1 inh,TDP2 inh,SIAE primary,DDE Tn7 FP inh,LEDGF integ inh,HTRA1 inh,TCR CD3 inh,UHRF1 binding,PG9 Ab binder,ABHD4 inh
CCOC(=S)SCC(=O)N1CCc2cc(OC)c(OC)cc2C1C1C(=O)CC(C)(C)CC1=O (centres undefined),3,-1,5,-1,-3,6,9,2,0.1,8
CSc1ccccc1OCc1cc(C(=O)NCCCn2nc(C)cc2C)no1,4,-8,-3,-6,-6,-6,-11,2,0.0,-9
Nc1ccc2c(=O)[nH][nH]c(=O)c2c1,1,8,-1,1,1,5,4,-1,-0.2,5
Cc1ccc2nc(SCc3ccc([N+](=O)[O-])cc3)[nH]c2c1,0,5,-2,-1,-3,-24,6,0,-0.1,1
O=C1NCCCC1C(=O)Nc1ccccc1C(F)(F)F (centres undefined),0,3,-2,2,-2,7,-3,2,-0.7,3
Nc1c(C(=O)c2ccccc2)sc2snc(SCC(=O)c3ccccc3)c12,8,6,0,-2,-3,14,-2,-2,-0.4,15
Cc1ccc(/C=N/NC(=O)c2c(C)nc3ccc(Cl)cn23)cc1,-5,-1,12,2,4,/,-2,-3,0.2,7
O=C(Nc1cccc(S(=O)(=O)N2CCCCC2)c1)c1cc([N+](=O)[O-])ccc1N1CCOCC1,0,-11,-6,7,0,0,3,0,0.8,1
CC(=O)Nc1cncc(-c2cccc(C(=O)N(C)C)c2)n1,2,3,-3,1,1,/,0,-1,-1.1,-1
Cc1cc(NC(=O)c2ccc(F)cc2)n(-c2ccccc2)n1,0,8,1,0,-1,-2,5,2,-1.5,1
CCCC1(C(=O)O)NC(c2cccc(OC)c2O)C2C(=O)N(c3ccccc3)C(=O)C21 (centres undefined),-3,-2,11,-10,1,-2,-5,1,1.2,4
COc1ccc(Br)c(Cn2c(C)c(C(=O)N(C)Cc3ccc(F)cc3)sc2=O)c1,8,-12,-5,2,-2,/,3,5,-2.0,-10
CCN(c1ccc(C(=O)CN2C(=O)NC3(CCOc4ccccc43)C2=O)cc1)S(C)(=O)=O (centres undefined),-6,-8,-6,-6,1,1,6,3,9.8*,-2
O=C(Cc1ccc(Cl)cc1)NCCN1CCCC1,2,4,1,-3,-2,0,3,1,-0.4,6
C#CCNC(=O)C[C@H]1C[C@@]2(C(=O)OC)C(=C[C@H](C(C)(C)C)O[C@@H]2C)N(CCCCCCCC)C1=O,5,-10,5,-1,-7,/,-3,1,-0.6,-8
COc1ccc(S(=O)(=O)N2CCCCC2)cc1NC(=O)CNc1ccc(F)cc1C,-5,-14,-2,-7,2,-1,3,-1,0.2,-3
CC1CCCCN1CCNC(=O)CN1C(=O)COc2ccccc21 (centres undefined),-2,9,-3,-2,3,0,6,-2,0.8,-1
O=C(NC1CCCCCC1)c1ccc(=O)n(Cc2ccccc2)n1,4,-1,-2,3,-3,-2,-2,0,1.6,3
C/C(=N/Nc1ccnc2cc(Cl)ccc12)c1ccc(N)cc1,3,-6,23*,-7,0,12,-1,-4,-4.6,30*
COC(=O)C(C)Sc1nc2c(c(=O)n1-c1ccccc1)SCC2 (centres undefined),3,5,7,1,2,-7,0,-2,0.1,0
O=C(CCCn1c(=S)[nH]c2ccccc2c1=O)N1CCCCC1,-2,-6,3,-8,-2,2,3,1,-1.9,-10
COc1ccc(C(O)c2nc(-c3cccc(C(F)(F)F)c3)cs2)cc1 (centres undefined),5,-7,-10,-12,0,/,-5,5,0.1,-21
COc1ccc(-c2cc(-c3ccccc3)nc(-c3ccc4c(c3)NC(=O)CO4)c2)cc1,-3,-5,-4,-4,1,-16,5,-1,-2.2,-7
Nc1ncnc2c1ncn2[C@@H]1O[C@H](COP(=O)(O)OP(=O)(O)OP(=O)(O)O)[C@@H](O)[C@H]1O,-1,1,-4,-5,1,2,6,-1,-0.7,10
O=C1C(=Cc2cccc(F)c2)Cc2ccccc21,-2,-1,-5,-3,5,/,5,-5,0.6,-7
CCOc1ccc(CCNC(=O)c2cccnc2N2CCCC2)cc1OCC,4,-12,-4,-6,-3,1,-1,4,0.7,-22
O=C(O)Cn1c(=O)c2c3c(sc2n(Cc2ccc(Cl)cc2Cl)c1=O)CCCC3,2,3,5,2,1,-22,0,0,0.3,-12
COC(=O)[C@H]1C[C@H](OC(=O)Nc2cccs2)[C@@]2(O)CN(S(=O)(=O)c3ccc(C)cc3)CC2[C@H]1C(=O)OC (some centres undefined),4,10,1,0,-2,-3,-4,-4,-0.6,1
O=C(CCn1c(=O)c2ccccc2n(Cc2cc(=O)n3ccccc3n2)c1=O)NCc1ccco1,-1,4,-4,6,-2,4,1,-3,-3.0,5
CN(CC(=O)NC1CC1)S(=O)(=O)c1ccc(F)cc1,3,5,-2,5,-3,12,0,0,0.4,2
O=C(c1ccc(S(=O)(=O)c2ccc(Cl)cc2)cc1)N1CCOCC1,0,8,-3,4,1,-4,9,1,-2.6,-2
CCn1cc(S(=O)(=O)N2CCCC2)cn1,-3,24,4,-3,5,-5,-2,-2,0.7,4
COC(=O)c1cc(Cl)c(NC(=O)c2ccc(F)cc2)cc1OC,1,-8,8,2,-5,-7,-6,2,5.6,-3
O=C(CC1C(=O)OCN1C(=O)OCc1ccccc1)OCC(=O)c1ccccc1 (centres undefined),3,12,0,2,-1,-1,7,-2,-2.3,-3
c1csc(C(c2nnnn2C2CCCC2)N2CCCC3(CCCCC3)C2)c1 (centres undefined),2,-6,-2,1,-3,-7,-3,3,0.4,-17
O=C1CCCCC1,-1,1,0,-5,-1,2,13,-3,0.8,6
Cc1ccc(S(=O)(=O)N2CCOCC2)cc1NC(=O)Cn1nnc(-c2ccccc2)n1,3,5,0,-3,1,-1,-2,0,-0.4,0
CCOC(=O)c1c(NC(=O)CN2C(=O)C(=O)N(C(C)C)C2=O)sc(C)c1CC,3,3,-1,1,-6,8,-2,1,1.2,3
CCOc1ccc(CNC(=O)CCCN2C(=O)C(c3ccccc3)Oc3cccnc32)cc1 (centres undefined),3,-15,3,-3,-3,0,4,4,-0.6,2
CCn1cc(S(=O)(=O)c2ccc(Cl)cc2)c(=O)c2cc(OC)ccc21,1,9,-1,2,-1,-3,2,-1,-1.4,3
COC/C=C/C1=CC2=CC(=O)C(C)(OC(=O)c3cnc4ccccc4n3)C(=O)C2=CN1CCN1CCOCC1 (centres undefined),1,15,11,-3,0,3,-2,-7,-2.9,5
O=C(CCCCCN1C(=O)c2ccccc2C1=O)NCCc1nc2ccccc2[nH]1,3,14,1,2,3,1,-2,0,-1.2,0
COc1ccccc1C(=O)NC(=S)NC12CC3CC(CC(C3)C1)C2,-3,12,1,-7,3,-3,1,0,-2.1,-6

# In the list so far, eleven contain four or more nitrogen atoms:
SMILES,PRMT1 inh,TDP2 inh,SIAE primary,DDE Tn7 FP inh,LEDGF integ inh,HTRA1 inh,TCR CD3 inh,UHRF1 binding,PG9 Ab binder,ABHD4 inh
CSc1ccccc1OCc1cc(C(=O)NCCCn2nc(C)cc2C)no1,4,-8,-3,-6,-6,-6,-11,2,0.0,-9
Cc1ccc(/C=N/NC(=O)c2c(C)nc3ccc(Cl)cn23)cc1,-5,-1,12,2,4,/,-2,-3,0.2,7
O=C(Nc1cccc(S(=O)(=O)N2CCCCC2)c1)c1cc([N+](=O)[O-])ccc1N1CCOCC1,0,-11,-6,7,0,0,3,0,0.8,1
CC(=O)Nc1cncc(-c2cccc(C(=O)N(C)C)c2)n1,2,3,-3,1,1,/,0,-1,-1.1,-1
C/C(=N/Nc1ccnc2cc(Cl)ccc12)c1ccc(N)cc1,3,-6,23*,-7,0,12,-1,-4,-4.6,30*
Nc1ncnc2c1ncn2[C@@H]1O[C@H](COP(=O)(O)OP(=O)(O)OP(=O)(O)O)[C@@H](O)[C@H]1O,-1,1,-4,-5,1,2,6,-1,-0.7,10
O=C(CCn1c(=O)c2ccccc2n(Cc2cc(=O)n3ccccc3n2)c1=O)NCc1ccco1,-1,4,-4,6,-2,4,1,-3,-3.0,5
c1csc(C(c2nnnn2C2CCCC2)N2CCCC3(CCCCC3)C2)c1 (centres undefined),2,-6,-2,1,-3,-7,-3,3,0.4,-17
Cc1ccc(S(=O)(=O)N2CCOCC2)cc1NC(=O)Cn1nnc(-c2ccccc2)n1,3,5,0,-3,1,-1,-2,0,-0.4,0
COC/C=C/C1=CC2=CC(=O)C(C)(OC(=O)c3cnc4ccccc4n3)C(=O)C2=CN1CCN1CCOCC1 (centres undefined),1,15,11,-3,0,3,-2,-7,-2.9,5
O=C(CCCCCN1C(=O)c2ccccc2C1=O)NCCc1nc2ccccc2[nH]1,3,14,1,2,3,1,-2,0,-1.2,0
